Bioassay records from PubChem BioAssay.
Cav3 T inh: human Cav3.2 channel inhibition, primary screen; O95180; Cav3.2-expressing cells, Fluo-4 calcium fluorescence FDSS; hits give low values; B-score at 10 µM; 100,000 compounds, 4% hits;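 active means single-dose well whose peak fluorescence ratio is a statistical outlier from its plate by either plate-standardised score or position-corrected B-score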
* hit, by the source's call. The list is partial; the hit share may differ from the screen's.

SMILES	Cav3 T inh
COC(=O)C1=CO[C@@H](OC2OC(CO)C(O)C(O)C2O)[C@@H]2[C@@H](C)[C@@H](O)C[C@H]12 (stereo not given in full)	-0.0828
O=c1ccn([C@H]2C[C@H](O)[C@@H](CO)O2)c(=O)[nH]1	-1.02
C/C=C(/C)C(=O)OC1c2c(ccc3ccc(=O)oc23)OC(C)(C)C1OC(=O)/C(C)=C\C (stereo not given)	-5.09*
Nc1ncnc2nc[nH]c12	1.09
C[C@@H]1C[C@H]2[C@@H]3C[C@H](F)C4=CC(=O)C=C[C@]4(C)[C@@]3(F)[C@@H](O)C[C@]2(C)[C@@]1(O)C(=O)COC(=O)C(C)(C)C	-3.02
C/C=C(/C)C(=O)O[C@@H]1c2cc(OC)c(OC)c(OC)c2-c2c(cc3c(c2OC)OCO3)C[C@H](C)[C@]1(C)O	-0.0059
CC[C@]1(O)C[C@@H]2CN(CCc3c([nH]c4ccccc34)[C@@](C(=O)OC)(c3cc4c(cc3OC)N(C)[C@H]3[C@@](O)(C(=O)OC)[C@H](OC(C)=O)[C@]5(CC)C=CCN6CC[C@]43[C@@H]65)C2)C1	-0.409
CCC(=O)O[C@]1(C(=O)SCF)[C@H](C)C[C@H]2[C@@H]3C[C@H](F)C4=CC(=O)C=C[C@]4(C)[C@@]3(F)[C@@H](O)C[C@@]21C	-0.491
O=C(O)/C=C/c1ccc(O)cc1	-0.179
CCCCOc1ccc(CC(=O)NO)cc1	0.345
Cc1cccc2c1NC(=O)/C2=C\C(=O)c1cccs1	0.494
NC(N)=NC(=O)Cc1c(Cl)cccc1Cl	-3.14
COc1ccc2nc(NC(=O)Nc3ccccc3)sc2c1	1.31
O=c1cc(-c2ccc(O)cc2)oc2cc(O[C@@H]3O[C@H](CO)[C@@H](O)[C@H](O)[C@H]3O[C@@H]3OC[C@](O)(CO)[C@H]3O)cc(O)c12	0.0842
COc1ccc2ccc(=O)oc2c1	0.67
Cc1cccc(C)c1NC(=O)C1CCCCN1C (stereo not given)	0.85
COc1ccccc1OCCNCC(O)COc1cccc2[nH]c3ccccc3c12 (stereo not given)	-4.11
C=C1c2cccc(O)c2C(O)=C2C(=O)[C@]3(O)C(O)=C(C(N)=O)C(=O)[C@@H](N(C)C)[C@@H]3[C@@H](O)[C@H]12	1.76

A portion of the results above, for reference:
SMILES	Cav3 T inh
COC(=O)C1=CO[C@@H](OC2OC(CO)C(O)C(O)C2O)[C@@H]2[C@@H](C)[C@@H](O)C[C@H]12 (stereo not given in full)	-0.0828
O=c1ccn([C@H]2C[C@H](O)[C@@H](CO)O2)c(=O)[nH]1	-1.02
C/C=C(/C)C(=O)OC1c2c(ccc3ccc(=O)oc23)OC(C)(C)C1OC(=O)/C(C)=C\C (stereo not given)	-5.09*
Nc1ncnc2nc[nH]c12	1.09
C[C@@H]1C[C@H]2[C@@H]3C[C@H](F)C4=CC(=O)C=C[C@]4(C)[C@@]3(F)[C@@H](O)C[C@]2(C)[C@@]1(O)C(=O)COC(=O)C(C)(C)C	-3.02
C/C=C(/C)C(=O)O[C@@H]1c2cc(OC)c(OC)c(OC)c2-c2c(cc3c(c2OC)OCO3)C[C@H](C)[C@]1(C)O	-0.0059

Shown with bars between the fields: two of the compounds above
SMILES | Cav3 T inh
COC(=O)C1=CO[C@@H](OC2OC(CO)C(O)C(O)C2O)[C@@H]2[C@@H](C)[C@@H](O)C[C@H]12 (stereo not given in full) | -0.0828
O=c1ccn([C@H]2C[C@H](O)[C@@H](CO)O2)c(=O)[nH]1 | -1.02
